DAX1 inh-1: blocks DAX1 repression of SF-1 activated StAR promoter. HEK293T StAR-luciferase reporter, SF-1/DAX-1 repression relief. inhibition, % at 6.8 µM. actives 1.1% (n = 370,000). AID 652010;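 active means inhibition above the mean over all tested compounds plus 3 SD, cut at about 3.6% in these data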;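 further: 0% = DAX-1 cells with DMSO and 100% = cells lacking DAX-1 with DMSO; higher inhibition means more luminescence from relief of DAX-1 repression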
ssDAF-12 act: activates DAF-12 receptor from parasite S. stercoralis; HEK293 ssDAF-12/GRIP1 lit1-tk-luc reporter, luminescence; % of 3 µM dafachronic acid response; activation, % at 6.8 µM; actives 1% (n = 370,000); AID 652126;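 active means activation above the mean over all tested compounds plus 3 SD, cut at about 0.9% in these data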;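 further: 0% = DMSO-only wells and 100% = 3 µM delta7-dafachronic acid wells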
SMARCA2 act: SMARCA2 function activation, primary screen. actives 1% (n = 370,000). AID 652017. MG213 cells, MMTV-luciferase reporter, dexamethasone, overnight. activation, % at 9.1 µM; in the data active means activation above about 7.8%;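 further: 0% = vehicle wells and 100% = reference activator wells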
GC-A act: GC-A (human) enzyme activation; HEK293 GC-A cells, cGMP TR-FRET, EC30 ANP; 0% at EC30 ANP, 100% saturating ANP; activation, % at 10 µM; actives 0.14% (n = 370,000); AID 1671463; in the data active means activation above about 40%
hcDAF-12 act: activates DAF-12 receptor from parasite H. contortus. actives 1.4% (n = 370,000). activation, % at 6.8 µM. HEK293 hcDAF-12 lit1-tk-luc reporter, luminescence; 0% DMSO, 100% Δ7-dafachronic acid;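 active means activation above the mean of all tested compounds plus 3 SD, cut at about 5.5% in these data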;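 further: 100% = response to 3 µM Δ7-dafachronic acid high control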
sPLA2-III inh: Blocks human group III sPLA2 activity | QFRET BODIPY PC-A2 liposome hydrolysis, fluorescence | AID 743126 | Q9NZ20 | inhibition, % at 12.2 µM | actives 0.56% (n = 370,000);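 active means inhibition above mean plus 3 SD of compounds lying within the high and low control bounds, cut at about 19% in these data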;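 further: 0% = median of test compound wells and 100% = no enzyme DMSO wells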
Target sequence (Q9NZ20 whole entry, looked up): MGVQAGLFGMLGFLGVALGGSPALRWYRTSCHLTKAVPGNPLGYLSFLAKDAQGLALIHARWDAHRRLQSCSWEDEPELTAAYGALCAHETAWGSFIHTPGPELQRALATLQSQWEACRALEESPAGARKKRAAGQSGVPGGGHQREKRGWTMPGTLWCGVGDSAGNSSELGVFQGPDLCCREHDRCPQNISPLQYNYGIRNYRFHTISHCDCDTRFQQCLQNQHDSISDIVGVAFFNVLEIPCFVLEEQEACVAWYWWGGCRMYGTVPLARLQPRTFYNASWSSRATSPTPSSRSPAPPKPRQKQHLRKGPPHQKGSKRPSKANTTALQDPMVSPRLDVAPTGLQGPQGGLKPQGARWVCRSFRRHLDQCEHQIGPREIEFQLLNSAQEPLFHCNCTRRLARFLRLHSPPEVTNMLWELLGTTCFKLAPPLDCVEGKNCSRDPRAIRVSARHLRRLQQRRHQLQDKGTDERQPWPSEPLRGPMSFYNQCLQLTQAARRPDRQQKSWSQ
hgDAF-12 ag: agonists of H. glycines DAF-12 nuclear receptor; actives 1.8% (n = 370,000); activation, % at 6.8 µM; HEK293 GAL4-hgDAF12 UAS-luciferase reporter, agonist luminescence; normalized to butyrate control;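 active means activation above a cutoff set at the mean of all screened compounds plus 3 SD, cut at about 10% in these data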;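 further: 0% = DMSO wells and 100% = sodium butyrate wells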
ADAM10 inh: ADAM10 inhibition, QFRET primary screen. O14672. recombinant ADAM10, EDANS/DABCYL FRET peptide cleavage, 3 h. inhibition, % at 7 µM. actives 0.62% (n = 370,000). AID 720582;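 active means inhibition above a per-campaign cutoff equal to the mean of compounds falling between control-based bounds plus 3 SD, cut at about 20% in these data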;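 further: 0% = DMSO wells while the 100% control is not disclosed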
FXN GAA850 act: increases GAA850 frataxin promoter reporter activity; HEK293 lucGAA850 FXN promoter luciferase reporter, 24 h; percent of 10 µM SAHA response; activation, % at 6 µM; actives 0.56% (n = 360,000); AID 540364;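 active means activation above the average of all compounds screened plus 3 SD, cutoff fixed separately per campaign, cut at about 7.5% in these data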;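 further: 0% = DMSO wells and 100% = 10 µM SAHA wells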
GC-B act: GC-B (human) receptor activation. P20594. HEK293-GC-B cells, CNP EC30, cGMP TR-FRET; 0% at EC30 CNP, 100% saturating CNP. activation, % at 10 µM. actives 0.11% (n = 370,000);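 active means activation at 10 µM reaching about 35% in either raw or pattern-adjusted values, limit read from the data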
DAX1 inh-2: inhibitors of human orphan nuclear receptor DAX1 (NR0B1); P51843; HEK293 Gal4-DAX1 luciferase reporter, luminescence; inhibition, % at 6.75 µM; actives 0.99% (n = 340,000); AID 504766;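 active means inhibition above the mean over all tested compounds plus 3 SD, cut at about 4.2% in these data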;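 further: 0% = DAX1-transfected cells with DMSO and 100% = empty-vector control cells with DMSO; inhibition shows as a rise in luminescence from relieved DAX1 repression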
Target sequence (P51843 207-470 limits assumed): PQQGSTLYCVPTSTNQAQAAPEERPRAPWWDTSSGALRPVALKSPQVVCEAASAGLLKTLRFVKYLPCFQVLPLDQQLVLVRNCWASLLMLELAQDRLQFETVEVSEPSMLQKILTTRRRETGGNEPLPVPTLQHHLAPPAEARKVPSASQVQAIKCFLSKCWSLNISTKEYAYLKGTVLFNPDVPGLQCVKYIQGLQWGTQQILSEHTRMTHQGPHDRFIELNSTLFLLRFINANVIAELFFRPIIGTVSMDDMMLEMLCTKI
* = called active by the depositor; · = not tested or not shown. The order is random; overall some 6.6% were active at least once.

The line under a structure holds: DAX1 inh-1, ADAM10 inh, FXN GAA850 act, hcDAF-12 act, DAX1 inh-2, hgDAF-12 ag, sPLA2-III inh, GC-B act, GC-A act, SMARCA2 act, ssDAF-12 act
> COC(=O)CN1C(=O)N/C(=C/c2cc(OC)c(OC)cc2C)C1=O
  0.1, -12, -1.8, 1.1, -0.8, -1.0, 1, 3, 6, 0, -0.6
> CC(=O)c1ccc(OCC(=O)Nc2cccc(S(=O)(=O)N3CCCC3)c2)cc1
  -5.1, -5, -3.5, -2.5, -2.5, -6.0, -7, 4, 2, -4, -1.7
> CCC(C)N(C(=O)COC(=O)CNC(=O)c1ccccc1F)C1CCS(=O)(=O)C1 (stereo unspecified)
  0.2, -7, -0.5, -0.9, 2.3, 0.4, 13, 2, 0, -3, -2.1
> Cc1ccc(OC(=O)c2ccc([N+](=O)[O-])cc2Cl)cn1
  -0.1, -13, 1.1, -0.8, 1.1, -0.3, 10, -8, -2, -2, -1.4
> COc1cccc(C2=NOC(C(=O)NCc3ccccn3)C2)c1 (stereo unspecified)
  -0.2, 3, 6.7, -1.1, 0.3, 0.5, 8, 6, 0, -4, -1.7
> Cc1ccc(C(=O)NC(=S)Nc2cc(C(F)(F)F)ccc2Cl)cc1
  -0.2, -9, 0.3, 2.7, 3.1, 4.4, 7, 0, 2, -1, -0.9
> Cc1ccc(S(=O)(=O)N2CCCN(S(=O)(=O)c3ccc(C)c(C)c3)CC2)cc1C
  0.5, -5, 0.8, 0.2, 1.2, -1.7, 5, 3, -3, -1, -0.3
> C/C(CC(=O)Nc1ccc(C)c(Cl)c1)=N\NC(=O)Cc1cccs1
  -0.3, 5, 2.0, 0.5, 2.0, 0.3, -30, -2, -2, 1, -0.8
> Cc1ccc(NC(=O)CCCOc2ccccc2)cc1S(=O)(=O)N1CCOCC1
  -0.6, -3, -0.1, -3.1, -0.1, -3.0, -5, 3, -1, -4, -1.6
> CC(C)(C)CNC(=O)c1cccc2c1C(=O)c1ccc(-c3cc4ccccc4o3)cc1S2(=O)=O
  0.4, -1, 0.2, 1.5, -0.3, -0.5, 8, 13, 3, 2, -1.0
> Cc1ccc(NCc2cccnc2)cc1
  0.2, -8, 0.1, 0.8, -1.5, 1.7, 7, -16, -9, 1, -0.7
> CCN1C(=O)S/C(=C\c2ccc(N3CCOCC3)cc2C)C1=O
  0.9, -4, 3.7, 2.9, 2.0, 8.5, -3, -1, 2, 4, 0.7
> CN1C2=N[C@H](c3cccc(C(F)(F)F)c3)CC(=O)N2/C(=C\c2ccccc2)[C@H]1c1ccccc1
  ·, -1, ·, -2.2, ·, 0.5, -4, -12, -13, ·, -1.5
> O=[N+]([O-])c1cc(-c2ccn[nH]2)ccc1Cl
  0.2, -8, -0.7, -0.6, -0.1, -0.7, 0, 0, -2, 0, -1.2
> N#CCNC(=O)c1nn2c(C(F)(F)F)cc(-c3ccccc3)nc2c1Br
  -0.2, 0, 1.1, 1.5, -0.1, -1.3, 1, -1, -8, 0, -1.0
> Cc1nn(Cc2ccc(Cl)cc2)c(C)c1NC(=O)C(c1ccccc1)c1ccccc1
  -0.4, 4, -0.4, 0.6, 0.5, 3.0, -10, -8, -2, -2, -1.9
> O=C(C/C=N\OCc1ccc([N+](=O)[O-])cc1)Nc1ccccc1
  -0.4, 9, 0.2, -1.1, -0.2, 4.1, -17, -4, -3, -4, -0.9
> O=C1Cc2cc(S(=O)(=O)Nc3ccc(N4CCOCC4)cc3)ccc2N1
  2.0, -5, 0.3, 1.3, 1.2, -1.3, -11, 2, 1, -3, -0.9
> COc1ccccc1NC(=O)CC(NCc1ccccc1)C(=O)O (stereo unspecified)
  0.4, -7, -1.1, 1.4, 0.0, 1.4, 13, 2, 4, -1, -1.0
> CCOc1ccc(-n2c(Cc3cc(=O)[nH]c(=O)[nH]3)nnc2SCC(=O)Nc2nnc(C)s2)cc1
  0.1, 0, 2.2, -0.4, 0.0, -1.3, -6, 3, -1, 0, -1.8
> COC(=O)c1cccc(N(C(=O)CNC(=O)c2ccco2)C(C(=O)NC2CCCC2)c2ccco2)c1 (stereo unspecified)
  -0.3, 3, 1.7, -0.5, 0.8, -1.4, 2, -1, -4, -2, -1.1
> COc1ccc(OC)c(S(=O)(=O)Nc2cc(OC)c(Cl)cc2OC)c1
  0.1, 2, 3.1, -1.6, -0.6, -1.9, -4, -9, -16, -1, -1.6
> COCCCNC(=O)CN(Cc1ccc(Cl)cc1)S(C)(=O)=O
  0.3, 0, -2.4, -0.1, -0.2, -0.8, 21*, -3, 1, 1, -0.9
> CC(=O)Oc1ccc(/C=C2/SC(=S)N(Cc3ccccc3)C2=O)cc1
  -0.5, 0, -2.4, -0.1, -1.4, 2.4, -3, 3, 2, 0, -1.3
> COc1ccccc1OCC(=O)Nc1cccc(S(=O)(=O)NC2=NCCCCC2)c1
  -0.5, -3, 0.9, 0.0, 0.8, -1.7, 2, 5, 2, 3, -0.3
> COC(=O)CSc1nc2ccc(NC(=O)CSc3nnnn3Cc3ccccc3)cc2s1
  -0.7, -13, -1.4, -0.4, 1.7, -1.7, -28, -1, 1, -1, -0.6
> O=C(O)CCCC(=O)N1CCC(C(O)(c2ccccc2)c2ccccc2)CC1
  -0.1, 4, 1.4, -1.4, -0.6, -2.3, 1, -8, 0, 1, -1.7
> C#CCOCCOCCOCCNc1nc(N2CCN(C(=O)C([C@@H](C)O)n3cc([C@@H](N)CCCCN)nn3)CC2)nc(N2CCN(C(=O)[C@H](CCCCN)n3cc([C@@H](N)CC(N)=O)nn3)CC2)n1 (stereo partly specified)
  0.1, -5, 2.0, 0.7, 1.9, 1.3, 1, 3, 2, 2, -0.6
> COc1ccc(/C=C2\SC(=O)N=C2N)cc1OC
  -0.1, -6, 5.0, -1.9, 0.3, -0.4, 1, -7, 3, -1, -1.1
> CCCc1nc(NCc2ccccc2)c(C#N)c2c1CCCC2
  -0.2, -8, 0.3, 0.2, 1.1, -3.2, 8, 1, 0, -3, -1.1

Reformatted as tab-separated lines: part of the list above
Molecule	DAX1 inh-1	ADAM10 inh	FXN GAA850 act	hcDAF-12 act	DAX1 inh-2	hgDAF-12 ag	sPLA2-III inh	GC-B act	GC-A act	SMARCA2 act	ssDAF-12 act
COc1cccc(C2=NOC(C(=O)NCc3ccccn3)C2)c1 (stereo unspecified)	-0.2	3	6.7	-1.1	0.3	0.5	8	6	0	-4	-1.7
Cc1ccc(C(=O)NC(=S)Nc2cc(C(F)(F)F)ccc2Cl)cc1	-0.2	-9	0.3	2.7	3.1	4.4	7	0	2	-1	-0.9
Cc1ccc(S(=O)(=O)N2CCCN(S(=O)(=O)c3ccc(C)c(C)c3)CC2)cc1C	0.5	-5	0.8	0.2	1.2	-1.7	5	3	-3	-1	-0.3

(more compounds)
The line under a structure holds: DAX1 inh-1, ADAM10 inh, FXN GAA850 act, hcDAF-12 act, DAX1 inh-2, hgDAF-12 ag, sPLA2-III inh, GC-B act, GC-A act, SMARCA2 act, ssDAF-12 act
> c1ccc(Nc2ccccc2)cc1
  1.6, -7, 0.7, 2.2, -0.3, 5.4, 2, -3, 4, 0, -0.5
> CCCCNC(=O)C(CC)Sc1nc2sc(C(=O)OC)c(C)c2c(=O)n1N (stereo unspecified)
  0.4, 0, 5.0, -1.4, 0.8, -3.6, 2, -4, -2, -3, -1.4
> O=[N+]([O-])c1ccc(NN=Cc2cccc3ccccc23)nc1
  -0.7, -11, 2.8, -1.1, 1.7, 1.4, 0, -3, 0, 1, -1.4
> O=C(COC(=O)c1cc(=O)[nH]c2ccccc12)Nc1ccccc1F
  -0.1, -106, 0.9, 2.3, -0.2, 0.0, -4, 0, -6, -3, 0.0
> Cn1c(=O)cc(OCCCC(=O)NCCN2CCN(c3ccccc3F)CC2)c2ccccc21
  -0.2, -16, -0.3, 1.4, 0.1, -0.9, 4, -1, -3, -2, -1.3
> COc1ccc(CNC(=O)CN2C(=O)NC(c3ccccc3)(c3ccccc3)C2=O)cc1
  -0.2, -4, -0.8, -0.1, -0.1, 2.2, -11, 1, -8, -5, -1.2
> CCOC(=O)N1CCC(NC(=O)CCC(=O)N2CCOc3ccc(C)cc32)CC1
  0.1, -5, -0.9, -0.9, 2.7, -3.1, 10, 2, 1, 3, -0.8
> COc1ccc(C(=O)COC(=O)CNC(=O)c2ccc(OC)cc2)cc1
  0.4, -1, -1.3, -0.3, 1.8, -0.2, -4, -4, -1, -1, -1.6
> CCOC(=O)c1c(C)[nH]c(C(=O)COC(=O)c2ccc(F)c(S(=O)(=O)N3CCOCC3)c2)c1C
  0.1, 3, 4.0, -1.3, -0.4, -0.2, -2, 3, 2, 0, -1.3
> COc1ccc(C(=O)NCCS(=O)(=O)NC2CCCC2)cc1
  2.1, -3, 0.5, 0.5, 0.3, 1.7, -4, 0, 1, -1, -1.0
> COc1ccc(Nc2oc(-c3ccc(OC)cc3)nc2C#N)cc1
  0.9, 2, 2.5, 1.4, -0.3, 7.2, 1, -3, 3, 3, -0.8
> COc1ccc(NC(=S)NCC(O)c2ccccc2)c(OC)c1 (stereo unspecified)
  0.3, 4, 3.0, 3.7, 1.0, -0.1, 11, -3, 3, 4, 0.5
> CC(=O)Nc1ccc(S(=O)(=O)n2nc(C)cc2C)cc1
  0.2, 2, 2.2, 2.3, 1.6, 1.5, 2, 10, 0, 0, -1.1
> CCOc1ccc(NC(=O)CN(C)C(=O)Cn2c(=O)cnc3ccccc32)cc1OCC
  0.0, -9, -0.8, 1.4, 2.0, -0.1, 3, -1, 0, -1, -0.3
> COc1ccccc1NC(=O)Cc1noc(CN(C)Cc2cccs2)n1
  0.0, 5, -0.7, 2.8, 0.7, 1.3, -7, -1, 4, -1, 0.4
> CN(C)S(=O)(=O)c1ccc(N=Cc2c(C(F)(F)F)[nH]n(C)c2=O)cc1
  0.7, 6, 3.2, -0.1, -0.8, -1.4, 4, -2, 2, 0, -0.4
> O=C(COC(=O)c1ccc[n+]([O-])c1)Nc1cc([N+](=O)[O-])ccc1Cl
  -1.2, -13, 0.9, -0.3, 1.1, -3.8, 7, -1, -2, -4, -0.2
> Cc1ccc(NS(=O)(=O)c2cccc(C(=O)NN3CCOCC3)c2)cc1
  -0.5, -7, ·, -0.4, ·, 0.4, 3, 1, 2, -2, -0.8
> Cc1ccc(/C=C2\SC(=S)N(CCC(=O)N3CCOCC3)C2=O)cc1
  -1.2, 11, 0.3, 2.1, -0.6, 0.2, 5, -2, -3, 1, -0.8
> Cc1cc(=O)oc2cc(OCC(=O)N3CC[C@@]4(O)CCCC[C@H]4C3)ccc12
  -1.2, -54, 0.7, -0.6, 2.4, 1.0, 0, -6, 4, 0, -1.6
> O=C(CN=C1NS(=O)(=O)c2ccccc21)OCC(=O)c1ccccc1
  0.0, -7, 1.3, -0.2, 0.1, -0.2, 3, 1, -1, -5, -1.4
> COc1cc(CNCc2ccc(C)cc2)cc(OC)c1OC
  -0.3, -8, 2.0, -1.1, 0.2, -1.3, -9, -1, -1, -1, -0.8
> CCCNC(=O)NCc1ccc(N2CCCC2=O)cc1
  0.5, 6, 0.6, -0.3, -2.4, 0.3, 3, 2, -1, -1, -1.4
> O=C(C[n+]1cccc(/C=N/O)c1)N1CCCc2ccccc21
  0.8, -4, 3.1, -2.2, 0.5, -0.3, 0, -1, 1, 1, -0.2

Compound activity from PubChem BioAssay.
